# TAG inh – triacylglycerol accumulation inhibition; H9c2 cells, Nile Red lipid (TAG) fluorescence; cells loaded with 200 µM oleic acid; AID 651582; hit rate 0.66% among 230,000; inhibition, % at 12.5 µM;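 active = pattern-corrected inhibition of lipid staining of at least 50% with the nuclear-stain viability signal not falling by more than 50%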;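 note: 0% = DMSO wells and 100% = triacsin C control wells; some results filed as inactive read as strong as hits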
# TAG inh DAPI viability – recorded beside TAG inh, whose call it bears; DAPI nuclei signal change (viability), lower = more cytotoxic, %;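 whole-well DAPI fluorescence read on a plate reader as a viability signal; minus 50 percent equals half of cells still viable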
# Starred values were filed as active, the others as inactive. A portion of the library; rates above refer to the full screens.
nr	structure	TAG inh	TAG inh DAPI viability
1	CCOc1ccc(OCCC(=O)OCC(=O)NCc2ccc(Cl)cc2)cc1	12	-19
2	Cc1c(-n2c(SCC(=O)NC(C)C(C)C)nc3ccccc3c2=O)c(=O)n(-c2ccccc2)n1C (stereo not given)	6	-16
3	O=C(Nc1ccccc1Cl)c1ccccc1Oc1ccc(C(F)(F)F)cc1[N+](=O)[O-]	10	-12
4	Cc1cc(C)c(C)c(S(=O)(=O)N2CCN(CC(=O)Nc3ccc([N+](=O)[O-])cc3)CC2)c1C	-15	-7
5	Cc1ccc(NC(=O)CS(=O)CC(=O)Nc2cccc(C)c2C)cc1F (stereo not given)	13	-3
6	Cc1ccc(C)c(NC(=O)c2nc(-c3ccccc3)n(-c3ccccc3)n2)c1	0	9
7	CCOc1ccc(OCC(=O)OCC(=O)N2CCN(S(=O)(=O)c3ccc(C)cc3C)CC2)cc1	-2	-2
8	CCOc1ccc(CCNC(=O)CCC(=O)N2CCOc3ccccc32)cc1OCC	36	-6
9	O=C1CSC(c2ccccc2Br)N1c1ccc(Cl)cn1 (stereo not given)	-11	9
10	COc1ccc(C2CCCN2C(=O)c2cccs2)cc1 (stereo not given)	9	-13
11	Fc1ccc2c(c1)C1OCCCC1C(c1ccccc1)N2 (stereo not given)	-4	6
12	CC1(C(=O)NS(=O)(=O)c2ccccc2)CCN1C(=O)Cc1ccccc1Cl (stereo not given)	-14	15
13	COc1ccccc1OCCNC(=O)CN1C(=O)NC2(CCCCC2)C1=O	12	7
14	CCOc1ccc(OCC(=O)Nc2nccs2)cc1	-16	2
15	Cc1cc(CNC(=O)CC2C(=O)NCCN2Cc2ccc(-c3ccccc3)cc2)nn1C (stereo not given)	-2	8
16	Cc1ccc[n+](-c2nc([O-])sc2/C=N/Nc2ccc([N+](=O)[O-])cc2)c1	10	-8
17	Cc1ccc(NC(=O)CSc2nc3[nH]ncc3c(=O)[nH]2)c(C)c1	-7	14
18	CCCCNS(=O)(=O)c1cccc(NC(=O)[C@@H]2O[C@H](CO)[C@H](O)[C@H](O)[C@H]2O)c1	1	-5
19	CSC1=N/C(=C\c2ccc(Br)o2)C(=O)S1	-7	4
20	CCC1=Nc2cc(C(=O)NCC3CCCO3)ccc2Sc2ccc(Br)cc21 (stereo not given)	35	-27
21	CCCCN1CCCCC1C(=O)Nc1c(C)cccc1C (stereo not given)	-8	-3
22	Cn1c(CNC(=O)Nc2ccccc2Cl)nnc1SCc1ccccc1	-18	18
23	COc1cc(O)c(C(CCN2CCOCC2)c2ccc3c(c2)OCO3)c(OC)c1 (stereo not given)	9	5
24	CN1CCN(C(=O)c2ccc(CS(=O)(=O)c3c(Cl)cccc3Cl)o2)CC1	3	-2
25	Cn1ccsc1=NC(=O)c1ccccc1OC(F)F	12	-12
26	Cc1ccc(C(c2c(C)n(C)n(-c3ccccc3)c2=O)c2c(C)n(C)n(-c3ccccc3)c2=O)s1	11	-29
27	COc1ccc(N(CC(=O)N2CCN(c3ccc(F)cc3)CC2)S(=O)(=O)c2c(C)n[nH]c2C)cc1	-3	-1
28	COc1ccc(NC(C)=[N+](C)CCNS(=O)(=O)c2ccc(Cl)cc2)cc1Cl	7	10
29	Cn1c(OCc2cccnc2)nc2c1c(=O)n(Cc1ccccc1)c(=O)n2C	-3	-4
30	Cc1cc(=O)oc2cc(OCC(=O)N3CCCC3)ccc12	2	8

# Structures above with a nitro group on carbon, in the order listed:
nr	structure	TAG inh	TAG inh DAPI viability
3	O=C(Nc1ccccc1Cl)c1ccccc1Oc1ccc(C(F)(F)F)cc1[N+](=O)[O-]	10	-12
4	Cc1cc(C)c(C)c(S(=O)(=O)N2CCN(CC(=O)Nc3ccc([N+](=O)[O-])cc3)CC2)c1C	-15	-7
16	Cc1ccc[n+](-c2nc([O-])sc2/C=N/Nc2ccc([N+](=O)[O-])cc2)c1	10	-8

# Other results
nr	structure	TAG inh	TAG inh DAPI viability
31	O=S(=O)(c1ccccc1)c1ncc(C(F)(F)F)cc1Cl	46	-33
32	CC(=O)c1ccc(N(C)C)c2c(N(C)C)cccc12	-2	0
33	CCC(Oc1cccc(C)c1)C(=O)Nc1ccccc1C(=O)N1CCOCC1 (stereo not given)	-9	0
34	CN(Cc1ccco1)C(=O)CSc1nn2c(=O)c(C(C)(C)C)nnc2s1	5	-1
35	CCCCC(=O)N(C)c1c(CC)nc2c(OCc3ccc(S(C)(=O)=O)cc3)cccn12	1	0
36	O=C(/C=C/c1cccc(Br)c1)OCC(=O)N1CCN(c2ccccc2)CC1	-10	3
37	C=CCn1c(SCc2ccc(F)cc2)nnc1-c1sc2nc(C)cc(C)c2c1N	-3	10
38	CC[C@H](CO)Oc1cc(NCc2ccc(Cl)c(Cl)c2)c2ncn(C(C)C)c2c1	-7	-5
39	COc1cccc(NC(=O)c2ccccc2OCc2c(C)noc2C)c1	-2	1
40	CCCN1C(=O)c2ccccc2NC1c1ccc(OC)cc1O (stereo not given)	6	4
41	O=C(NCc1ccco1)c1ccc(Cl)s1	-11	11
42	Nn1c(SCc2ccccc2F)nnc1-c1ccccn1	1	1
43	O=C(NC(=O)c1ccccc1F)Nc1nc(-c2cccs2)cc(C(F)(F)F)n1	-8	14
44	O=c1c(-c2ccnn2-c2cccc(Cl)c2)cnc2n1CCS2	4	6
45	CC(=O)N1N=C(c2ccc(Br)cc2)OC12CCCC2	-7	8
46	CCOc1cccc2sc(=NC(=O)c3ccco3)n(CC(=O)OC)c12	15	0
47	O=C(O)C1=CCNCC1	-4	-1
48	COc1ccc(NS(=O)(=O)c2cccc(C(=O)NNC(=O)c3ccccc3OC)c2)cc1	4	-2
49	Cc1nn(Cc2ccccc2)c(C)c1C(=O)N1CCN(CC(=O)Nc2ccccc2Cl)CC1	5	-13
50	Cc1[nH]c(=O)[nH]c(=O)c1S(=O)(=O)N1CCCC(C(=O)N2CCC(Cc3ccccc3)CC2)C1 (stereo not given)	-1	-1
51	CC(C)(C)NC(=S)N1CCC(C(=O)c2ccc(Cl)cc2)CC1	0	-2
52	COc1ccc(C(=O)NNC(=S)NC(=O)c2ccco2)cc1	3	-6
53	CN(C(=O)CSc1nnc(-c2cccs2)o1)C1CCS(=O)(=O)C1 (stereo not given)	5	-6
54	Cc1ccc(-c2c(C)n([O-])c3c([n+]2=O)CCCC3)o1	-11	10
55	CCc1c2ccccc2nn1-c1ccccc1C(=O)C(C)=O	-21	6
56	Cc1cc(NC(=O)c2cc(C(C)C)on2)nn1Cc1ccc(Cl)cc1	-31	-1
57	Cc1c(C(=O)NN2CCOCC2)cccc1[N+](=O)[O-]	2	0
58	CCOC(=O)c1ccc(NC(=O)CN2CCN(C(=O)C3CCCO3)CC2)cc1 (stereo not given)	4	-5
59	O=C(Nc1ccccc1N1CCN(c2ccccc2)CC1)C12CC3CC(CC(C3)C1)C2	-10	-4
60	COc1cccc(C(NC(C)=O)c2nc(-c3cccc(F)c3)cs2)c1 (stereo not given)	-4	-3

# Molecules from the list above with a tert-butyl group, in the order listed:
nr	structure	TAG inh	TAG inh DAPI viability
34	CN(Cc1ccco1)C(=O)CSc1nn2c(=O)c(C(C)(C)C)nnc2s1	5	-1
51	CC(C)(C)NC(=S)N1CCC(C(=O)c2ccc(Cl)cc2)CC1	0	-2

# (listing goes on)
nr	structure	TAG inh	TAG inh DAPI viability
61	O=C(CN1C(=O)c2ccccc2C1=O)OCC(=O)N1CCCCC1	-24	4
62	CCCc1ccc2oc(C(=O)N(C)CCn3ccnc3C)c(C)c2c1	-20	0
63	COc1cc(C(CC(=O)N2CCCC2)c2c(OC)cc(OC)c3c(-c4ccccc4)cc(=O)oc23)cc(OC)c1OC (stereo not given)	1	-12
64	NC(=O)C1CCN(C(=O)CCC(=O)N2CCOc3ccc(Cl)cc32)CC1	11	0
65	O=C(CC1S/C(=N/N=C/c2c[nH]c3ccccc23)NC1=O)Nc1ccccc1 (stereo not given)	9	-3
66	COc1ccccc1N(C)C(=O)c1cc(S(=O)(=O)N2CCCC2)cn1C	-3	0
67	CN(C)/N=C/c1ccc([N+](=O)[O-])cc1[N+](=O)[O-]	-5	9
68	CC1(C)OC(=O)C(=Cc2ccc(-c3ccc(S(N)(=O)=O)cc3)o2)C(=O)O1	-10	0
69	CC(Sc1nnc(Cc2cccs2)n1C)C(=O)Nc1ccc(C(N)=O)cc1 (stereo not given)	23	2
70	CN(c1ccccn1)c1ncnc2[nH]ncc12	8	14
71	CC(C)c1ccc(NC(=O)COc2nncc3ccccc23)cc1	-9	5
72	N=c1c(C(=O)NCc2ccco2)cc2c(=O)n3ccccc3nc2n1CCc1ccccc1	37	28
73	Fc1ccc(OCc2nc(-c3cccs3)no2)cc1	-2	2
74	O=C(O)c1cc2ccccc2cn1	21	7
75	Cc1cc(O)cc(=O)n1CCc1ccccc1	12	-9
76	O=C1CC(c2ccccc2)(c2ccccc2)c2ccccc21	-20	11
77	O=C(c1ccccc1)C(Sc1ncn[nH]1)c1ccccc1 (stereo not given)	-3	-2
78	CCOc1ccc(-c2nc(S(=O)(=O)c3ccccc3)c(N3CCOCC3)o2)cc1	1	-6
79	O=C(COC(=O)c1cc(S(=O)(=O)NCc2ccccc2)ccc1O)NCc1ccccc1	10	5
80	COc1ccccc1C(=O)NC1CC2CCC(C1)N2Cc1ccccc1 (stereo not given)	8	-2
81	C=CCN1C(=O)/C(=C/C(=O)OC)S/C1=N\NC(=O)c1ccccc1	16	-6
82	CCOc1ccc(C(=O)CCC(=O)Nc2cc(C)ccn2)cc1	20	-6
83	O=C(CCN1C(=O)C2CC=CCC2C1=O)Nc1cccc(S(=O)(=O)N2CCCCC2)c1 (stereo not given)	-28	6
84	Cc1ccc(S(=O)(=O)N2CCN(C(=O)COC(=O)c3c(C)noc3C)CC2)c(C)c1	5	-1
85	CC(O)(c1ccc(F)c(F)c1)c1nc(-c2cccc(C#N)c2)cs1 (stereo not given)	-15	7
86	CCC(CO)Oc1cc(NCc2ccccn2)c2ncn(C(C)C)c2c1 (stereo not given)	-59	-1
87	O=C(O)c1cccc(Cl)n1	13	-5
88	Cc1ccc(C2CC(c3cccc(Cl)c3)n3nc(N)nc3N2)cc1 (stereo not given)	-20	14
89	CC1CCN(C(c2ccccc2)c2nnnn2C(C)(C)C)CC1 (stereo not given)	-11	-3
90	COc1cccc(CNC(=O)COC(=O)c2c(C)nn(-c3ccccc3)c2Cl)c1	-6	7
91	CN(Cc1nc(Cc2ccccc2F)no1)[C@@H]1CS(=O)(=O)C[C@H]1O	-5	0
92	O=C(Cc1ccccc1)NNC1CC(=O)N(c2ccc(Oc3ccccc3)cc2)C1=O (stereo not given)	8	6
93	Cc1ccc([C@H]2N[C@]3(CCCN(Cc4ccco4)C3=O)[C@H]3C(=O)N(C)C(=O)[C@@H]23)cc1	-11	-5
94	COCc1ccc(-c2c(-c3ccccc3OC)sc3cc4c(cc23)OCO4)cc1	0	5
95	O=C(NCC(=O)N1CCN(Cc2ccccc2)CC1)c1cc(Cl)cc([N+](=O)[O-])c1	-11	3
96	Cc1[nH]c2ccc(-c3n[nH]c(=S)n3-c3ccc(Br)cc3)cc2c1C	0	6
97	c1ccc(-n2c(-c3ccncc3)nnc2-c2cccs2)cc1	7	-3
98	O=C(CNC(=O)c1[nH]cnc1C(=O)NC(c1ccccc1)c1ccccc1)OCc1ccccc1	-13	-5
99	CCc1nc2ccc(C(=O)N3CCN(S(=O)(=O)CC)CC3)cn2c1N(CC)CCOC	1	10
100	COC(=O)CSc1nc(-c2ccccc2)nc2ccc(F)cc12	15	-11
101	O=C(NCc1ccco1)c1cc(S(=O)(=O)N2CCOCC2)ccc1Br	-1	-3
102	COc1ccc(/C=C/C(=O)NC2CCS(=O)(=O)C2)cc1 (stereo not given)	11	-6
103	O=c1oc2cc(O)ccc2c2oc3cc(O)ccc3c12	7	8
104	O=[N+]([O-])c1ccc(N2CCC(=NOCc3ccc(Cl)cc3)CC2)cc1	-55	-2
105	CCOC(=O)CCc1c(C)nc2cc(-c3ccccc3OC)[nH]n2c1=O	-5	7
106	O=C(NCCCN1CCCC1=O)c1ccccc1OCc1ccc(Cl)cc1Cl	-12	7
107	O=C(CCl)N=c1sccn1Cc1ccccc1Cl	76*	-28*
108	O=C(Nc1ccc2nsnc2c1)N1CCCCC1	-1	-7
109	Cc1cn(CC(=O)NCCCn2ccnc2)c(=O)[nH]c1=O	10	-7
110	CC[C@@H](C)[C@H](CN[C@H](CNC)C(C)C)NC[C@@H](C)c1ccc(CC(C)C)cc1	127*	-41*
111	CC1CN(C(=O)Cn2cc(S(=O)(=O)CC(=O)N(C)c3ccccc3)c3ccccc32)CC(C)O1 (stereo not given)	-1	-3
112	COc1cccc(NC(=O)CN(C)C(=O)c2cc(-c3ccc(F)cc3)nc3ccccc23)c1	7	-7
113	O=C(Cc1ccc([N+](=O)[O-])cc1)Nc1cccnc1	-8	-7
114	O=C(OCc1c(F)cccc1Cl)c1cc([N+](=O)[O-])ccc1N1CCOCC1	-1	3
115	COc1cc(-c2cc(C(=O)Nc3cc(S(=O)(=O)N4CCOCC4)ccc3O)c3ccccc3n2)cc(OC)c1OC	-59	-9
116	Cc1cc(=O)n(Cc2ccco2)c(=S)[nH]1	-6	9
117	CN(C)c1cccc(C(=O)n2cc(C(=O)c3cc(F)ccc3O)cn2)c1	-13	5
118	CCOC(=O)CNC(c1ccccc1)c1cc(Br)ccc1NC(=O)OCC (stereo not given)	-4	-1
119	CCCn1nc(C(=O)N(C)CC(=O)Nc2ccc(OCC)c(OCC)c2)c2ccccc2c1=O	-4	2
120	N#CC(C(=O)c1ccccc1)=C1SCCS1	1	-7
121	Cc1nnc(SCCc2ccccc2)[nH]c1=O	-4	-13
122	COc1ccc(N(C)C(=O)c2cc3c(s2)-c2c(C)cccc2OC3)c(OC)c1	-2	3

# Compound profiles (already shown). Order of screens: TAG inh | TAG inh DAPI viability
# `O=C(NCC(=O)N1CCN(Cc2ccccc2)CC1)c1cc(Cl)cc([N+](=O)[O-])c1` as listed: -11 | 3
# `Cc1cc(=O)n(Cc2ccco2)c(=S)[nH]1` as listed: -6 | 9
# `COc1cc(-c2cc(C(=O)Nc3cc(S(=O)(=O)N4CCOCC4)ccc3O)c3ccccc3n2)cc(OC)c1OC` as listed: -59 | -9

# Bioassay records deposited in PubChem by Sanford-Burnham Center for Chemical Genomics.
